High-throughput results deposited in PubChem BioAssay by National Center for Advancing Translational Sciences (NCATS).
DRD3 agonist: D3 dopamine receptor (human) agonism; D3R DiscoveRx beta-arrestin cells, luminescence, 90 min; max activation, %; actives 0.58% (n = 410,000); in the data active = max activation above about 30%; also: 0% is about no effect; mostly tested at two doses, the higher about 12 µM
Target sequence (P35462 whole entry, looked up): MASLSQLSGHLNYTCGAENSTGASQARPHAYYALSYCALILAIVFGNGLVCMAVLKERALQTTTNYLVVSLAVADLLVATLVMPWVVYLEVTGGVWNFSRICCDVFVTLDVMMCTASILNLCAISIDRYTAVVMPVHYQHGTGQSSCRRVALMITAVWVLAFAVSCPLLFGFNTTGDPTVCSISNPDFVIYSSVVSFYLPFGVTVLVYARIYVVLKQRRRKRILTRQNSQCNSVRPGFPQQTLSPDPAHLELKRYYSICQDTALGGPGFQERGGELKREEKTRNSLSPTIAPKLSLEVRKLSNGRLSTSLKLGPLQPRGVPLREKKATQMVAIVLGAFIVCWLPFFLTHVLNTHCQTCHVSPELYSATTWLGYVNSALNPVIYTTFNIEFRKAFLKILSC
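Agonist mode: compounds and dopamine controls were applied to plated cells for 90 min at 37 degrees C after an overnight attachment at 1500 cells/well. Luminescent read-out followed 30 - 60 minutes at room temperature with DiscoveRx detection reagent.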
KB-V1 MDR tox: KB-V1 MDR subline cytotoxicity; KB-V1 MDR cells viability, CellTiter-Glo, 72 h; Potency, µM (titrated, usually from 46.1 µM), inactives show top-dose activity change, negative = cytotoxicity, usual class: cytotoxic; actives 3.4% (n = 400,000); also: potency is read from the fitted curve at half-maximal effect; % is scaled to controls: 0 for no effect and ±100 for the full control effect; nearly all actives have a fitted effect of over 60% in size
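Cytotoxicity via CellTiter-Glo luminescence after 72 h compound exposure at 37 degrees C. Cells: drug-selected KB-V1 line, DMEM phenol-red free plus 10% FBS. Compounds tested at multiple concentrations; normalized data fitted to concentration-effect curves.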
D3 antag: blocks the human D3 dopamine receptor; P35462; D3R cells, DiscoveRx beta-arrestin luminescence, antagonist mode; hits give low values; max response, negative = inhibition, %; actives 2.5% (n = 360,000); in the data active = max response below about -50%; inconclusive = no clear call, values can overlap the other calls; also: % is scaled to controls: 0 for no effect and ±100 for the full control effect; mostly tested at two doses, the higher about 12 µM
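Cells plated overnight at 1500 cells/well, then exposed to library compounds with dopamine controls for 90 minutes at 37 degrees C. DiscoveRx reagent added for 30–60 minutes at room temperature; luminescence read, quantitative HTS format.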
SW480 rereplic: inducers of DNA re-replication in SW480 colon cancer cells | actives 1.8% (n = 340,000) | Potency, µM (top dose mostly 46.1 µM), for inactives: at the top dose re-replication activation, actives largely listed as activators | SW480 DNA re-replication, Hoechst DNA content imaging, 48 h; also: potency is read from the fitted curve at half-maximal effect; % of control where 0% means no effect; nearly all actives have a fitted effect of over 55% in size
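DNA re-replication was detected as more nuclei of elevated Hoechst intensity after 48 hr exposure to compound (23 nL pinned per well of 250 cells).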
GLP1R ag: agonists of human GLP-1 receptor. actives 0.007% (n = 380,000). P43220. HEK293 GLP-1R CRE-luciferase, luminescence, 4-6 h; cells express a hypersensitive GLP-1R form. Potency, µM (doses to about 45.6 µM), for the others: top-dose activation, usual class: activators; also: potency is read from the fitted curve at half-maximal effect; % of control where 0% means no effect
Target sequence (P43220 whole entry, looked up): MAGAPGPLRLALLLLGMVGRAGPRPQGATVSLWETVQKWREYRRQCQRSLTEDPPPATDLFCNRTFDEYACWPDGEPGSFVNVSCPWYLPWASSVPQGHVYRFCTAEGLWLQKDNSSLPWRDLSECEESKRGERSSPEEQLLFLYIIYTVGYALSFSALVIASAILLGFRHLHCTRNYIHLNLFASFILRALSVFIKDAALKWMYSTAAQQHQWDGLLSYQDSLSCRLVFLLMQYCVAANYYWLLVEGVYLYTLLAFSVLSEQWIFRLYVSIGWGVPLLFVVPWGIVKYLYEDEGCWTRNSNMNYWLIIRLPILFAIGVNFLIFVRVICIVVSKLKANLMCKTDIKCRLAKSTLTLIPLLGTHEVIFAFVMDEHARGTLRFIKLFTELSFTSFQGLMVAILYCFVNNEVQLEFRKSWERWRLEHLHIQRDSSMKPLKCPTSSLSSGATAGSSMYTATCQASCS
KB-3-1 tox: kills parental KB-3-1 adenocarcinoma cells. KB-3-1 viability, CellTiter-Glo ATP luminescence, 72 h. Potency, µM (doses to about 46.1 µM), for the others: top-dose activity change, negative = cytotoxic, most hits filed as cytotoxic. actives 1.4% (n = 400,000); also: potency is read from the fitted curve at half-maximal effect; % is scaled to controls: 0 for no effect and ±100 for the full control effect; nearly all actives have a fitted effect of over 60% in size
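72 h, 37 °C compound treatment of KB-3-1 parental cells; CellTiter-Glo added, 10 min, luminescence read. Data corrected against DMSO-only plates and normalized before curve fitting.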
HT1080 IDH1KD tx: HT-1080 IDH1 knockdown cell toxicity (counter line); HT-1080 IDH1 knockdown viability, ATP luminescence, 48 h; Potency, µM (titrated, usually from 46.1 µM), without a hit: at the top dose activity, negative = toxicity, usual class: cytotoxic; actives 2% (n = 360,000); AID 686971;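 also: potency is read from the fitted curve at half-maximal effect; 0% = DMSO wells and -100% = cell-free medium wells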
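Assay cells: HT-1080 with IDH1 knockdown, 750 per well, RPMI/5% FBS. Exposure: 48 h at 37 °C following 2 h pre-incubation. Read: CellTiter-Glo luminescence; fitted concentration-response, curve class assigned.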
IL-1B inflam inh: inflammasome signaling inhibition, IL-1 beta readout. activity change, % at 57.5 µM. THP-1 LPS/ATP IL-1B secretion, AlphaLISA, 16 h; hits give low values. AID 743279. actives 4.7% (n = 360,000); in the data active = activity change below about -50%; inconclusive = mostly about -30% to -49%; also: % is scaled to controls: 0 for no effect and ±100 for the full control effect
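THP-1 cells pretreated 1 hr with compounds (up to 57.5 uM final), then stimulated with LPS (250 ng/mL final) plus ATP (1.25 mM final); secreted IL-1B measured by AlphaLISA after 16 hr, decreased signal indicating inhibition.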
HT1080NT lethal: kills 2HG-producing HT-1080-NT fibrosarcoma cells | Potency, µM (titrated, usually from 46.1 µM), for the others: top-dose activity, negative = less viability, hits mostly cytotoxic | AID 686970 | actives 1.6% (n = 360,000) | HT-1080-NT fibrosarcoma viability, CellTiter-Glo ATP luminescence, 48 h;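 also: NT is the 2HG producing partner of a matched IDH1 knockdown line; potency is read from the fitted curve at half-maximal effect; 0% = DMSO-treated cells and -100% = media-only wells without cells; nearly all actives have a fitted effect of over 55% in size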
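Read-out is CellTiter-Glo luminescence after 10 minutes at room temperature, following 48 hours' compound treatment of HT-1080-NT cells (750 cells/well, RPMI, 5% FBS, 37 degrees C).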
The depositor's hits bear a star; ? = inconclusive; / = no result given; [ ] = dose if it differs, or a comment. Unless noted, calls follow the shape of the dose curve; as a rule, active = well fitted curve in the direction sought with a large enough effect; inconclusive = small, poorly fitted or top-dose-only effect, or another doubt; inactive = no such curve, though single readings can be large; an effect the other way counts as inactive or inconclusive.

SMILES	DRD3 agonist	KB-V1 MDR tox	D3 antag	SW480 rereplic	GLP1R ag	KB-3-1 tox	HT1080 IDH1KD tx	IL-1B inflam inh	HT1080NT lethal
CC1CC(=O)Nc2ccccc2N1C(=O)COc1ccccc1C(N)=O (stereo not drawn)	4	?	-12	/	1%	1%	4%	18	10%
CC(=O)OC[C@@H]1CN(Cc2ccccc2)C[C@H](n2cnc3c(N(C)C(C)C)ncnc32)O1	-7	2%	-22	/	29%	0%	0%	?	-1%
CN(Cc1nc2ccccc2c(=O)[nH]1)C(=O)c1cc2c(s1)CCCCC2	-7	-7%	-9	-4%	7%	-2%	6%	35	0%
Cc1cc(C)c(NC(=O)Cn2c(=O)n(Cc3ccc4c(c3)OCO4)c(=O)c3ccccc32)c(C)c1	10	1%	/	/	-3%	-9%	/	/	/
C[C@]12c3[nH]c4ccccc4c3CCN1C(=O)C(CC(=O)NCC13CC4CC(CC(C4)C1)C3)C[C@@H]2C(=O)N1CCCCC1 (stereo partly drawn)	-55	-6%	-27	17%	1%	0%	?	-64*	?
Cc1cccc(Nc2nnc(C)c(=O)n2N)c1	15	2%	-16	-1%	4%	5%	16%	9	12%
ClC(=C\c1ccccc1)/C=N/N1CCN(c2ccccn2)CC1	-1	18µM*	3	2%	8%	-3%	8%	-10	4%
CC(C)OC(=O)CSc1nnc(SCc2cccc3ccccc23)s1	1	17%	2	0%	-1%	-8%	11%	12	8%
CCOc1ccc2[nH]c(=O)c(CN(CC3CCCN3CC)C(=O)NCc3ccccc3)cc2c1 (stereo not drawn)	-1	9%	10	-2%	-6%	5%	1%	-10	-3%
Fc1cccc(Cl)c1/C=C/c1cnc2ccccc2n1	8	0%	13	-5%	2%	-6%	-22%	28	?
Cc1cc(C)c(C#N)c(Nc2cccc(Br)c2)n1	-5	21%	-15	-3%	1%	0%	9%	25	6%
COc1cc2cc(CCOC(=O)c3ccc(C(F)(F)F)cc3)oc(=O)c2cc1OC	0	-3%	14	-2%	7%	-1%	0%	-10	10%
CS(=O)(=O)N(Cc1ccc(F)cc1)Cc1nc2ccccc2c(=O)[nH]1	6	7%	-21	8%	-2%	3%	6%	26	0%
Cc1cc(NC(=O)C(C)SCC(=O)OC(C)C(=O)Nc2cccc(C#N)c2)no1 (stereo not drawn)	-1	?	5	1%	-3%	-3%	11%	18	-1%
Fc1ccc(C(c2nnnn2CCc2ccccc2)N2CCCc3ccccc32)cc1 (stereo not drawn)	2	?	-8	?	-4%	?	-15%	-17	-20%
COc1ccc(C(=O)NC(=S)Nc2ccccc2F)cc1	-8	-22%	0	-5%	1%	5%	-2%	0	0%
O=C(CCC(=O)N(CC(=O)NC1CCCC1)Cc1ccc(F)cc1)Nc1nccs1	3	-20%	11	0%	0%	9%	18%	-1	6%
CN(C(=O)COC(=O)c1ccc2ccccc2n1)c1ccccc1	-2	-5%	8	5%	5%	16%	-13%	21	-8%
Cc1ccc(SCC2CNc3nc4ccccc4c(=O)n32)c(C)c1 (stereo not drawn)	9	-10%	-13	-9%	4%	4%	3%[9.24 µM]	10	0%
COc1cc(NC(=O)Nc2nnc([C@@H]3C[C@H](O)[C@@H](CO)O3)s2)cc(OC)c1OC	5	-2%	-14	/	-2%	-1%	4%	-5	17%
O=C(CSc1nc2[nH]ncc2c(=O)n1-c1ccccc1Cl)N1CCCC1	5	1%	4	-23%	4%	9%	15%	2	-1%
Cc1nn(C)c(C(=O)Sc2cccc(Cl)c2)c1[N+](=O)[O-]	-1	1%	-9	?	-3%	-14%	-18%	-11	-9%
COc1ccc(-c2onc(C)c2-c2ccccc2)c(O)c1	2	?	4	?	4%	?	16µM*	-1	?
COc1ccccc1N(CC(=O)N1CCCCCC1)S(=O)(=O)c1ccc(C)cc1	3	-24%	7	-10%	0%	-7%	-4%	-2	-12%
CCn1c2ccccc2c2cc(/C=N/NC(=O)c3cc(O)cc(O)c3)ccc21	5	3%	4	-2%	13%	?	?	-106*	?
COc1ccccc1NS(=O)(=O)c1cccc(C(=O)N/N=C/c2ccc([N+](=O)[O-])o2)c1	-19	?	-8	13µM*	-29%	?	?	-92*	?
Cc1nc2cc(-c3ccccc3)nn2c(C)c1CCC(=O)NCc1ccco1	5	-8%	6	0%	5%	-3%	-1%	-3	-1%
Cc1ccc(NC(=O)CCNC(=O)c2ccccc2Cl)cc1S(=O)(=O)N(C)C	-2	12%	9	-3%	-3%	-2%	9%	-23	6%
CCOc1cc(/C=N/N2CCOCC2)ccc1OCc1ccc(C(=O)OC)o1	0	-10%	-21	-7%	9%	2%	?	-8	0%
O=C(NCCN1CCOCC1)c1cc(-c2cccs2)nc2ccccc12	-5	?	16	-5%	10%	2%	-1%	0	0%
CC(C)(C)N(Cc1nc(-c2ccccc2)no1)C(=O)c1ccc2c(c1)OCO2	0	-24%	4	-68%[inhibitor]	23%	?	-18%	-5	-20%
Cn1c(C(=O)c2ccccc2)nc2ccccc21	-1	35%	14	-7%	12%	0%	22%	0	20%
O=C(CCNC(=O)c1ccccc1Cl)Nc1nc(-c2ccc(F)cc2)cs1	5	-7%	10	-6%	-7%	3%	1%	-69*	3%
COc1ccc(/C=N/N=C(\N)c2nonc2N)cc1OC	2	?	11	0%	16%	4%	25%	0	24%
CCOC(=O)C1=C(N)N(c2ccccc2)C2=C(C(=O)CCC2)C1c1cccnc1 (stereo not drawn)	2	-14%	9	-10%	3%	3%	8%	6	2%
Cc1ccc(OCC(=O)N2CCCCCCC2)cc1C	-15	-5%	-19	6%	-1%	16%	-1%	40	4%

11 consecutive compounds out of the list so far:
SMILES	DRD3 agonist	KB-V1 MDR tox	D3 antag	SW480 rereplic	GLP1R ag	KB-3-1 tox	HT1080 IDH1KD tx	IL-1B inflam inh	HT1080NT lethal
CCn1c2ccccc2c2cc(/C=N/NC(=O)c3cc(O)cc(O)c3)ccc21	5	3%	4	-2%	13%	?	?	-106*	?
COc1ccccc1NS(=O)(=O)c1cccc(C(=O)N/N=C/c2ccc([N+](=O)[O-])o2)c1	-19	?	-8	13µM*	-29%	?	?	-92*	?
Cc1nc2cc(-c3ccccc3)nn2c(C)c1CCC(=O)NCc1ccco1	5	-8%	6	0%	5%	-3%	-1%	-3	-1%
Cc1ccc(NC(=O)CCNC(=O)c2ccccc2Cl)cc1S(=O)(=O)N(C)C	-2	12%	9	-3%	-3%	-2%	9%	-23	6%
CCOc1cc(/C=N/N2CCOCC2)ccc1OCc1ccc(C(=O)OC)o1	0	-10%	-21	-7%	9%	2%	?	-8	0%
O=C(NCCN1CCOCC1)c1cc(-c2cccs2)nc2ccccc12	-5	?	16	-5%	10%	2%	-1%	0	0%
CC(C)(C)N(Cc1nc(-c2ccccc2)no1)C(=O)c1ccc2c(c1)OCO2	0	-24%	4	-68%[inhibitor]	23%	?	-18%	-5	-20%
Cn1c(C(=O)c2ccccc2)nc2ccccc21	-1	35%	14	-7%	12%	0%	22%	0	20%
O=C(CCNC(=O)c1ccccc1Cl)Nc1nc(-c2ccc(F)cc2)cs1	5	-7%	10	-6%	-7%	3%	1%	-69*	3%
COc1ccc(/C=N/N=C(\N)c2nonc2N)cc1OC	2	?	11	0%	16%	4%	25%	0	24%
CCOC(=O)C1=C(N)N(c2ccccc2)C2=C(C(=O)CCC2)C1c1cccnc1 (stereo not drawn)	2	-14%	9	-10%	3%	3%	8%	6	2%

(listing goes on)
SMILES	DRD3 agonist	KB-V1 MDR tox	D3 antag	SW480 rereplic	GLP1R ag	KB-3-1 tox	HT1080 IDH1KD tx	IL-1B inflam inh	HT1080NT lethal
O=C(NNS(=O)(=O)c1ccc(Br)cc1)c1sccc1-n1cccc1	3	0%	0	1%	6%	-3%	0%	0	-4%
N#Cc1ccccc1CSc1nc(N2CCCCC2)nc(N2CCCCC2)n1	1	?	1	-4%	-4%	-13%	2%[9.24 µM]	2	9%
COC(=O)c1ccc(COc2ccc(C(=O)c3ccccc3)cc2)o1	-1	?	-16	1%	9%	1%	-5%	-6	-7%
CCC(=O)N1CCN(c2ccc(Cl)cc2NC(=O)c2cccc([N+](=O)[O-])c2)CC1	-4	0%	2	-8%	-1%	-4%	2%	30	2%
Cc1ccccc1S(=O)Cc1ccc(C(=O)NCCN2CCOCC2)o1 (stereo not drawn)	-4	19%	17	-16%	-2%	1%	15%	7	11%
O=C(Nc1ccc(Cl)cn1)c1cccc(S(=O)(=O)N2CCOCC2)c1	2	21µM*	20	-1%	5%	-9%	-3%	31	0%
CCOc1ccc(C(=O)c2cc([N+](=O)[O-])ccc2Cl)cc1	-5	-4%	17	-1%	12%	0%	-12%	-27	-4%
CCN(CC)C(=O)c1ccc(NS(=O)(=O)c2ccc(/C=C/C(=O)O)cc2)cc1	-3	4%	6	-4%	2%	27%	9%	11	13%
CC(C)(C)c1ccc(OCCNC(=O)c2ncn[nH]2)cc1	2	?	0	-2%	4%	9%	-11%	19	-11%
CC(=O)c1cc(C)ccc1OC(=O)CCN1C(=O)C2C3c4ccccc4C(c4ccccc43)C2C1=O (stereo not drawn)	38*	0%	8	-2%	-16%	6%	-1%	11	13%
N#Cc1nc(Cc2cccc3ccccc23)oc1N1CCCCC1	-9	-5%	-28	5%	13%	0%	-18%	?	-16%
O=C(Nc1nonc1NC(=O)C1CCCCC1)C1CCCCC1	13	0%	?	0%	24%	-10%	-13%	45	-15%
Cc1ccc(C(C(=O)NC2CCCCC2)N2CCOCC2)cc1 (stereo not drawn)	0	-7%	-11	2%	-1%	-2%	14%	-9	7%

Two entries from above, reformatted:
Results follow in this order: DRD3 agonist, KB-V1 MDR tox, D3 antag, SW480 rereplic, GLP1R ag, KB-3-1 tox, HT1080 IDH1KD tx, IL-1B inflam inh, HT1080NT lethal
O=C(Nc1nonc1NC(=O)C1CCCCC1)C1CCCCC1
 : 13, 0%, ?, 0%, 24%, -10%, -13%, 45, -15%
COC(=O)c1ccc(COc2ccc(C(=O)c3ccccc3)cc2)o1
 : -1, ?, -16, 1%, 9%, 1%, -5%, -6, -7%

This is a random part of the collection; 12% or so of the library scored in one or more.
